# ELG1 genotox = qHTS screen for small molecules that induce genotoxicity in human embryonic kidney (HEK293T) cells expressing luciferase-tagged ELG1; Potency, µM (series often up to 46 µM), inactives show top-dose activity change, positive = activation, usual class: activators; 330,000 compounds, 1.3% hits; AID 504466, 2011; HEK293T ELG1-luciferase reporter, luminescence, 16 h; further: potency means the concentration at half of the fitted maximal effect; % of control where 0% means no effect; nearly all actives have a fitted effect of over 60% in size
#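 Genotoxic stress is detected as increased luminescence from luciferase-tagged ELG1 in HEK293T cells, measured with ONE-Glo after a 16 hr treatment at 37 °C.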
# Gal4-VP16 FLuc = VP16 counterscreen qHTS for inhibitors of ROR gamma transcriptional activity; Drosophila S2 Gal4-VP16 UAS-luciferase, luminescence, 20 h; Potency, µM (doses to about 53.6 µM), inactives show top-dose activity, negative = inhibition, most hits filed as inhibitors; 310,000 compounds, 3.5% hits;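 further: Gal4-VP16 expression switched on by copper sulfate through the metallothionein promoter; potency means the concentration at half of the fitted maximal effect; on the % scale 0 is the no-effect control and ±100 the full control effect; nearly all actives have a fitted effect of over 50% in size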
# Giardia killer = Small Molecules that selectively kill Giardia lamblia: qHTS | Giardia lamblia trophozoite viability | activity change, % at 7.66 µM, hits read low | 340,000 compounds, 0.15% hits | AID 540267, 2011; in the data active means activity change below about -80%; inconclusive means between about -30% and that limit;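 further: parasites exposed to compound for two days anaerobically before the ATP read; on the % scale 0 is the no-effect control and ±100 the full control effect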
#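 Compounds were tested on trophozoites seeded at 100 cells/well and held 48 hrs at 37 deg C anaerobically. An ATP-based luminescent kit measured the remaining live cells.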
# FLuc counter = qHTS profiling assay for firefly luciferase inhibitor/activator using purifed enzyme and Km concentrations of substrates (counterscreen for miR-21 project) | Luciferin 4-monooxygenase (Photinus pyralis), P08659 | purified FLuc, Km substrates, luminescence inhibition | Potency, µM (titrated, usually from 57.5 µM), without a hit: at the top dose activity change, negative = inhibition, actives largely listed as inhibitors | 360,000 compounds, 6.9% hits;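 further: potency means the concentration at half of the fitted maximal effect; plate controls were vehicle for no effect and reference inhibitor for full effect; nearly all actives have a fitted effect of over 55% in size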
# Target sequence (P08659 whole entry, looked up): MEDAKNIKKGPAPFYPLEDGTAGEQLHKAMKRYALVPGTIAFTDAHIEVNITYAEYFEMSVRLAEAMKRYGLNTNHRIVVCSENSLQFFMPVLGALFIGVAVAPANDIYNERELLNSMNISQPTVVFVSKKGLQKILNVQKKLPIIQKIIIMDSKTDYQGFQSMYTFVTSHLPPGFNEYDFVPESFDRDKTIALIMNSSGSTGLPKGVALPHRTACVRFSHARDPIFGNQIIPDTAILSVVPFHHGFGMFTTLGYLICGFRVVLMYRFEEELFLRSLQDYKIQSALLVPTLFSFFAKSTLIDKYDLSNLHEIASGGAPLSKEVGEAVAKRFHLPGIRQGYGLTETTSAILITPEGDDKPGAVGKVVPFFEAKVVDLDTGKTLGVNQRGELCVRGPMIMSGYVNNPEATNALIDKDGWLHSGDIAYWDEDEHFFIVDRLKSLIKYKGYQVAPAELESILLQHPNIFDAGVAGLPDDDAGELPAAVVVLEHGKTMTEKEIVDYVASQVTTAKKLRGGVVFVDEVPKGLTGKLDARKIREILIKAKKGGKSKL
#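 Biochemical qHTS of compounds, final roughly 60 µM downward over six points, against 10 nM purified firefly luciferase using Km concentrations of substrates (10 uM D-luciferin, 10 uM ATP) in Tris acetate pH 7.5 buffer; luminescence output.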
# Coupling enz = qHTS Assay for Inhibitors of Fructose-1,6-bisphosphate Aldolase from Giardia Lamblia: Coupling assay counterscreen; coupling enzyme system counterscreen, AmpLite Red fluorescence; activity change, negative = inhibition, % at 58.2 µM, hits read low; 290,000 compounds, 0.67% hits; AID 2472, 2010; in the data active means activity change below about -30%; further: on the % scale 0 is the no-effect control and ±100 the full control effect
#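 Fluorescence at 525 nm excitation and 598 nm emission measured inhibition of the coupled detection system without aldolase. Compounds (at 57.5 uM final) were preincubated 10 min at room temperature with coupling enzyme reagent before a 20 min substrate/AmpLite Red step.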
# Rab9 prom act = qHTS Assay for Rab9 Promoter Activators | Huh7 Rab9 promoter-luciferase reporter, luminescence, 24 h | Potency, µM (series often up to 9.22 µM), for inactives: at the top dose activation, negative = inhibition, usual class: activators | 320,000 compounds, 2.8% hits; further: potency means the concentration at half of the fitted maximal effect; % of control where 0% means no effect; nearly all actives have a fitted effect of over 60% in size
#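 Steps: seed 1500 Huh7 Rab9-luc cells per well, rest 2 h at 37 °C; add compound in DMSO; incubate 24 h; add luciferase reagent, 10 min ambient; read luminescence.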
# KCNH2 3.1 block = qHTS for Inhibitors of KCHN2 3.1: Mutant qHTS | U2OS KCNH2 3.1, thallium flux FluxOr; hits give low values | 340,000 compounds, 0.95% hits | activity change, % (tested at about 1.8 µM) | AID 720553, 2013;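 active means maximum activity change below -70%; inconclusive means maximum activity change from -70% to -50%; inactive means maximum activity change above -50%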;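 further: thallium influx rate constant from kinetic fluorescence after stimulation buffer; on the % scale 0 is the no-effect control and ±100 the full control effect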
#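 Kinetic fluorescence (2 min after stimulation buffer) measures Tl+ influx through KCNH2 3.1 expressed by viral transduction in U2OS cells; the rate constant is normalized against DMSO controls serving as positive and negative references.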
# Tb PFK block = qHTS Assay to Find Inhibitors of T. brucei phosphofructokinase | T. brucei PFK, ADP-Glo luminescence | ATP-dependent 6-phosphofructokinase (Trypanosoma brucei brucei), O15648 | AID 485367, 2010 | Potency, µM (highest dose often 57.5 µM), for the others: at the highest dose activity, negative = inhibition, hits mostly inhibitors | 330,000 compounds, 0.17% hits;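 further: potency means the concentration at half of the fitted maximal effect; 0% = uninhibited 1x PFK enzyme wells and -100% = no-enzyme wells; nearly all actives have a fitted effect of over 60% in size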
# Target sequence (O15648 whole entry, looked up): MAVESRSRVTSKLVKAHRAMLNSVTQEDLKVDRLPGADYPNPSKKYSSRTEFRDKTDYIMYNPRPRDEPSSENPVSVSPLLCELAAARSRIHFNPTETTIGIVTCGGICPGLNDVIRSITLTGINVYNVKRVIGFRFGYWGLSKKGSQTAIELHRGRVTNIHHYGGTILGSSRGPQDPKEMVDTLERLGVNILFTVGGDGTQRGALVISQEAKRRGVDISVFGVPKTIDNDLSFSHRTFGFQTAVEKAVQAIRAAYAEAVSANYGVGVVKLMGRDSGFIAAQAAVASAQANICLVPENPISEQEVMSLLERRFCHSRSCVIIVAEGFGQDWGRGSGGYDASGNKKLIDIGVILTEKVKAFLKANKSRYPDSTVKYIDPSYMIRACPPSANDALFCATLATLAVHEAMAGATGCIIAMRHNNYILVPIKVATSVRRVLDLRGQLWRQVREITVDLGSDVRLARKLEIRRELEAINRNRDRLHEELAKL
#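 1.25 nM PFK with 0.5 mM F6P and 0.1 mM ATP in 0.1 M TEA pH 8.0, 5 mM MgCl2, incubated 45 min at room temperature; ADP measured by ADP-Glo luminescence; compounds titrated up to 57 uM.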
# NPC1 prom act = qHTS Assay for NPC1 Promoter Activators; Huh7 NPC1 promoter luciferase reporter, 24 h; 320,000 compounds, 2.4% hits; Potency, µM (series often up to 9.22 µM), inactives show at the highest dose activation, usual class: activators; AID 485313, 2010;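 further: potency means the concentration at half of the fitted maximal effect; % of control where 0% means no effect; nearly all actives have a fitted effect of over 60% in size; reporter is driven by a mutant NPC1 promoter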
#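 Huh7 reporter cells (NPC1 promoter driving luciferase) are dosed with compound for 24 h at 37 °C, 5% CO2; luciferase detection reagent is then added and luminescence measured after 10 min at ambient temperature.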
# uPA surface inh = qHTS for Inhibitors of Cell Surface uPA Generation. cell surface uPA generation assay, qHTS. Potency, µM (top dose mostly 38.3 µM), for the others: top-dose activity change, negative = inhibition, hits mostly inhibitors. 330,000 compounds, 0.31% hits. AID 540303, 2011; active means well fitted inhibition curve with a large enough effect; inconclusive means small, poorly fitted or top-dose-only effect; inactive means no such curve, though single readings can be large or run the other way; tested in mouse RAW 264.7 cells; further: potency means the concentration at half of the fitted maximal effect; on the % scale 0 is the no-effect control and ±100 the full control effect; nearly all actives have a fitted effect of over 55% in size
# RORg inh = qHTS for inhibitors of ROR gamma transcriptional activity | Nuclear receptor ROR-gamma (Mus musculus), P51450 | 310,000 compounds, 5.4% hits | AID 2551, 2010 | Drosophila S2 Gal4-RORgamma UAS-luciferase reporter, 20 h | Potency, µM (series often up to 53.6 µM), without a hit: at the highest dose activity change, negative = inhibition, hits mostly inhibitors; further: potency means the concentration at half of the fitted maximal effect; on the % scale 0 is the no-effect control and ±100 the full control effect; nearly all actives have a fitted effect of over 60% in size
#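 Drosophila S2 cells stably expressing Gal4-DBD/mouse RORγ fusion under metallothionein promoter plus UAS-luciferase; compound 1 h, then 700 uM CuSO4 induction for 20 h at ambient temperature; inhibition read as reduced luminescence.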
# * hit, by the source's call; ? = inconclusive; nt = no result given; & = joins results of further samples; [ ] = remark or other dose. Unless noted, the call rests on the fitted dose curve; in most records, active means well fitted curve in the direction sought with a large enough effect; inconclusive means small, poorly fitted or top-dose-only effect, or another doubt; inactive means no such curve, though single readings can be large; an effect the other way counts as inactive or inconclusive.
nr	compound	ELG1 genotox	RORg inh	KCNH2 3.1 block	Rab9 prom act	Gal4-VP16 FLuc	uPA surface inh	Tb PFK block	NPC1 prom act	Giardia killer	FLuc counter	Coupling enz
1	CC1=C(C(=O)OCC(Cl)(Cl)Cl)N2C(=O)C(NC(=O)Cc3ccccc3)C2SC1 (centres undefined)	-1.3%	-12.6%	12.5	-7.0%	-2.1%	6.2%	7.6%	-5.6%	12.6	-11.2%	4.4
2	COc1ccc(/C=C(\NC(=O)c2ccc([N+](=O)[O-])cc2)C(=O)NCCCn2ccnc2)cc1	0.3%	-18.2%	-35.5	-0.5%	7.8%	-8.2%	0.4%	0.9%	3.9	-0.3%	-2.6
3	CN(CC(=O)Nc1ccc(N2CCOCC2)cc1)C(=O)CCc1cc(C(C)(C)C)c(O)c(C(C)(C)C)c1	-1.4%	nt	-4.9	3.0%	nt	4.0%	-0.9%	-1.5%	0.1	?	nt
4	CCOC(=O)c1c(-c2cccs2)csc1NC(=O)CCCC(=O)O	0.1%	12.0%	10.9	-0.5%	-11.5%	nt	0.1%	1.0%	-10.5	0.4%	11.4
5	CC1CC1C(=O)OCC(=O)NC(=O)NCc1ccco1 (centres undefined)	3.1%	14.5%	14.5	4.6%	-11.7%	2.7%	-13.4%	-2.0%	1.0	0.5%	9.7
6	CN(C)C(=O)Cn1nc(-c2ccccc2)c2ccccc2c1=O	-2.6%	11.1%	5.0	0.2%	1.7%	0.3%	0.1%	-2.3%	1.7	4.7%	3.2
7	O=C1ON=C(c2ccccc2[N+](=O)[O-])/C1=C/c1cccc([N+](=O)[O-])c1O	-0.6%	nt	-11.4	3.2%	nt	-5.5%	0.2%	-1.3%	-10.8	1.3%	nt
8	COC(=O)c1ccc(NC(=S)NNC(=O)c2ccccc2)cc1	-3.0%	-23.1%	4.9	0.5%	-3.9%	0.0%	-17.1%	5.1%	-1.3	23.9µM*	8.2
9	O=C(Cn1cnc([N+](=O)[O-])n1)NCCO	1.3%	-35.3%	4.0	10.7%	14.7%	-3.4%	1.5%	1.9%	12.9	-0.4%	-4.1
10	CCCCCCC(C)NC(=S)Nc1cc(S(=O)(=O)N(C)C)ccc1C (centres undefined)	-7.2%	12.6µM*	10.1	-3.7%	?	1.5%	1.3%	-1.1%	-2.1	-3.3%	1.3
11	O=C(c1ccccc1)n1c(=O)c(F)cn(COCCBr)c1=O	2.2%	-25.9%	-10.8	1.5%	-13.1%	?	-7.5%	-7.2%	13.6	-4.9%	0.8
12	CC1CCN(c2ccccc2NC(=S)NC(=O)C(C)(C)C)CC1	0.8%	1.58µM*	-7.3	-5.0%	?	3.8%	0.0%	-4.7%	2.3	-7.3%	3.4
13	CC1(c2ccc([N+](=O)[O-])cc2)NC(=O)N(CC(=O)Nc2ccc(N3CCCCC3)cc2)C1=O (centres undefined)	-4.2%	nt	8.0	-0.7%	nt	2.6%	-11.3%	1.7%	6.9	-4.9%	nt
14	CCC(=O)NCC(c1cccs1)S(=O)(=O)c1ccc(C)cc1 (centres undefined)	0.3%	12.3%	2.4	-2.7%	-8.1%	-3.7%	-1.4%	-1.9%	-1.1	0.9%	-0.9
15	Cc1ccc2cc3cc(C(=O)NCCCN4CCCC4)oc3nc2c1	0.7%	18.8%	9.6	-7.8%	6.5%	0.6%	-0.3%	-1.4%	-13.5	-5.7%	-1.1
16	O=C(NC(=O)c1ccccc1)Nc1ccccc1O	1.83µM*	7.08µM*	-5.5	?	?	-8.4%	-0.1%	?	10.0	1.9µM*	0.8
17	COc1ccc(NC(=O)Nc2ccc(N3CCOCC3)c3nonc23)c(OC)c1	6.3%	27.0%	3.3	-3.0%	0.6%	13.7%	-0.6%	-0.4%	-26.7	-1.0%	-21.3
18	Cc1ccc(OCC(O)CN2CC3(C)CC2CC(C)(C)C3)cc1 (centres undefined)	-1.0%	-22.3%	-10.9	0.8%	-4.8%	3.3%	12.0%	1.0%	-4.1	-0.1%	-1.0
19	Cc1cc(=O)n(C)c(=O)n1CCCCCOc1cccc([N+](=O)[O-])c1	-5.4%	?	13.2	-0.6%	-17.2%	0.7%	-11.9%	-0.5%	-3.4	1.0%	2.1
20	CC1(C)CC(=O)C(C=NCCN2CCN(CC(=O)Nc3ccc(F)cc3)CC2)=C(O)C1	-0.5%	0.0%	5.3	-0.6%	1.5%	1.3%	4.0%	-4.4%	-13.6	3.7%	0.5
21	CC(C)C[C@@H](CC#N)N1CCN(Cc2ccccc2)CCC1=O	-1.6%	-7.9%	30.2	0.3%	-4.0%	3.6%	-2.6%	-4.2%	-12.7	0.4%	-0.1
22	CCOC(=O)C1=C(CSc2n[nH]c(N)n2)NC(=O)NC1C (centres undefined)	2.3%	?	9.9	2.5%	-8.0%	nt	-2.3%	-3.4%	0.8	2.2%	-0.5
23	CCOc1ccc(NC(=O)NCC2CCN(c3ccc(OC)cc3)C2)cc1 (centres undefined)	-1.1%	1.4%	17.4	1.2%	-1.0%	nt	3.9%	-2.6%	-10.1	4.5%	-0.6
24	Cc1ccnn1-c1ccc(C(=O)OCC(=O)Nc2ccc(F)cc2)cc1	8.7%	nt	2.2	-1.4%	nt	-0.7%	-8.7%	3.8%	-10.4	10.1%	nt
25	O=C1NC(CCc2ccccc2)C(=O)N1CCOc1cccc(Br)c1 (centres undefined)	3.2%	-9.2%	-7.7	-1.0%	-8.9%	6.5%	-2.1%	-6.3%	-10.5	?	-1.8
26	CC1(C)Cc2c(cnn2-c2cccc(F)c2)C(NC(=O)CN2CCCC2=O)C1 (centres undefined)	4.6%	19.5%	-5.0	9.6%	-3.2%	3.3%	1.3%	8.6%	23.1	-8.9%	0.9
27	COc1cccc(NC(=S)N(C)C2CCN(C)CC2)c1	0.4%	-3.8%	-3.7	-1.1%	-1.3%	-0.4%	6.0%	-2.6%	0.8	2.1%	1.0
28	CCOC(=O)C1C(=O)NC(N2CCCCC2)=NC1c1ccccc1 (centres undefined)	0.2%	-4.0%	-2.5	1.4%	7.7%	-1.7%	1.4%	-2.0%	7.5	3.1%	1.4
29	C=CCN(c1ccc(C(=O)N2CCCC2)cc1)S(C)(=O)=O	1.3%	-1.6%	-2.8	-3.4%	8.5%	10.3%	-3.3%	-0.3%	-13.5	1.3%	-4.1
30	CC(=O)Nc1ccc(S(=O)(=O)N2CCC(C(=O)NCCC(=O)NCc3ccccc3)CC2)cc1	2.7%	2.8%	-3.7	-0.8%	-7.3%	1.7%	0.8%	3.2%	7.7	-0.4%	nt

# (listing goes on)
nr	compound	ELG1 genotox	RORg inh	KCNH2 3.1 block	Rab9 prom act	Gal4-VP16 FLuc	uPA surface inh	Tb PFK block	NPC1 prom act	Giardia killer	FLuc counter	Coupling enz
31	O=C(CNC(=O)c1ccc(Br)cc1)NCC(=O)OCC(=O)c1ccc(F)cc1	-0.3%	-0.1%	0.1	-5.7%	-5.6%	-19.2%	0.5%	1.5%	18.9	1.2%	nt
32	CC1CCN(S(=O)(=O)c2ccc3c(c2)N(CC(=O)NCCCOC(C)C)C(=O)CO3)CC1	-1.3%	0.0%	3.1	0.5%	-6.6%	-15.3%	1.4%	3.6%	-18.9	-0.3%&-1.9%	-2.7
33	O=C(COc1ccc(Cl)cc1)Nc1nc(-c2cccs2)cs1	2.9%	?	14.8	1.2%	?	3.1%	0.1%	-2.1%	5.9	?	-3.3
34	N#CC1=C(N)N2C(=C(C#N)C1c1ccccc1)Sc1ccccc12 (centres undefined)	8.6%	-5.2%	nt	5.0%	10.3%	nt	-4.1%	4.6%	nt	-4.6%	-5.8
35	Cc1ccc2oc(-c3ccc(NC(=O)c4ccncc4)cc3O)nc2c1	?	7.08µM*	-4.6	24.4%	4.5%	7.3%	20.5%	-0.5%	-10.4	?	0.4
36	Cc1cc(NC(c2cccnc2)c2ccc3cccnc3c2O)no1 (centres undefined)	-16.7%	3.98µM*	-24.9	-3.8%	6.31µM*	-13.5%	-9.2%	-30.9%[inhibitor]	-1.8	0.7%	-13.3
